# Bioassay records as filed in PubChem.
# ROMK primary: modulates human ROMK potassium channel activity. Tet-inducible ROMK, thallium flux fluorescence; actives lie on both sides. 130,000 tested, 2% active. B-score at 10 µM;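 active = signal ratio slope over the read window, or its plate-corrected B-score, at least 3 SD from the plate mean, either direction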;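 note: B-score of the F/F0 ratio slope over 7 to 12 s after thallium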
# bIAP inhibitor: intestinal alkaline phosphatase (bovine) inhibition. purified bovine IAP, CDP-star luminescence, 30 min. inhibition, % at 20 µM. 190,000 tested, under 10 active. AID 1019;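 active = over 50% inhibition of intestinal alkaline phosphatase at 20 µM in the single-dose screen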
#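 Assay system: bovine IAP enzyme; medium: DEA buffer 100 mM, pH 9.8, with MgCl2 1.0 mM, ZnCl2 0.02 mM; doses: 20 µM single dose; incubation: enzyme reaction for 30 min at room temperature; detection: CDP-star luminescence signal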
# bIAP activator: intestinal alkaline phosphatase (bovine) activation; purified bovine IAP, CDP-star luminescence, 30 min; hits give high values; fold of DMSO-control signal, blank-subtracted; activation factor at 20 µM; 200,000 tested, 0.17% active;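 active = activation factor of 2 or more at 20 µM, a signal rise over negative controls twice the positive control's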
# TNAP act hi DEA: TNAP (human) activation, high acceptor. P05186. purified TNAP, CDP-star luminescence, 1 M DEA, 30 min; hits give high values; 0 = EDTA background, 1 = DMSO-only activity. activation factor at 20 µM. 200,000 tested, under 10 active. AID 1136;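 active = activation factor at least 2 at 20 µM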
# Target sequence (P05186 whole entry, looked up): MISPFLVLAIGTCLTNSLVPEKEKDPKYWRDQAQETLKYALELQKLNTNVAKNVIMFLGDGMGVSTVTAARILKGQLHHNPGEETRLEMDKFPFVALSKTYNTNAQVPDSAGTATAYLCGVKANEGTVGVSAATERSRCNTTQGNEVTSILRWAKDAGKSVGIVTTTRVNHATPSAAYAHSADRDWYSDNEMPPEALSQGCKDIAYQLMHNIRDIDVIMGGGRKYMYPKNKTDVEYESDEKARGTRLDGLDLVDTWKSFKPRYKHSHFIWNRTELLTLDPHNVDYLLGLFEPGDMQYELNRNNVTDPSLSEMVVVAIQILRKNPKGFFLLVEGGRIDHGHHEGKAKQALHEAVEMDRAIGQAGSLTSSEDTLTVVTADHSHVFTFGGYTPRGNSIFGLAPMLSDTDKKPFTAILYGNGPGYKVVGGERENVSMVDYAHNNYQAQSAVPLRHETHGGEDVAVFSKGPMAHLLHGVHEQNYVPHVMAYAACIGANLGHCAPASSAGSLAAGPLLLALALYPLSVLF
#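 Test system – human TNAP · Doses – 20 µM single point · Incubation – 30 min, room temperature · Signal – luminescent substrate turnover signal · Read-out basis – activation factor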
# Active calls of the source: *; x = no result given; & = joins results of further samples.
1: Cc1nc2c(c(=O)[nH]1)C(c1ccccc1Cl)c1c(c3ccccc3oc1=O)O2 (stereo unspecified)
2: c1ccc(NC2=NCCS2)cc1
3: CCN1CCc2ccccc2C1
4: O=C1NC(=O)N(Cc2ccc(F)cc2)C(=O)/C1=C\c1ccc([N+](=O)[O-])s1
5: CCOC(=O)c1ccc(N=C(CC)c2c(O)n(C)c(=O)n(C)c2=O)cc1
6: CCC1(OC(=O)CN)C(=O)OCc2c1cc1n(c2=O)Cc2cc3ccccc3nc2-1 (stereo unspecified)
7: CCC(C)n1c(O)c(C=NC(C)c2ccccc2)c(=O)[nH]c1=S (stereo unspecified)
8: Cc1nc2c(c(=O)[nH]1)C(c1ccc([N+](=O)[O-])cc1)c1c(c3ccccc3oc1=O)O2 (stereo unspecified)
9: O=C(/C=C/c1ccc2c(c1)OCO2)c1c(O)n(CCc2ccccc2)c(=O)[nH]c1=O
10: C[C@H]1CC[C@H]2NCCN[C@H]2C1
Compound	1	2	3	4	5	6	7	8	9	10
ROMK primary	-0.03	0.78	-0.1	0.35	-1	-0.95	0.9	-1	-1.2	-0.091
bIAP inhibitor	x	x	x	x	x	x	x	x	x	x
bIAP activator	x	x	x	x	x	x	x	x	x	x
TNAP act hi DEA	x	x	x	x	x	x	x	x	x	x

11: Cc1cccc(C)c1OP(N)(=O)Oc1c(C)cccc1C
12: CCCc1c(C)nc(-c2ccc(C)cc2)nc1OC(=O)N(C)C
13: Cc1cccc(N2C(=O)NC(=O)/C(=C\C=C\c3ccco3)C2=O)c1
14: CC12CC[C@H]3[C@@H](CCC4(O)C[C@H](O)CCC34/C=N/NC(=O)c3ccccc3O)C1(O)CCC2C1=CC(=O)OC1 (stereo partly specified)
15: C#CCOc1ccc2c(c1)c(C(C)=O)c(C)n2Cc1ccccc1
16: CC(=NCCCn1ccnc1)c1c(O)n(-c2ccccc2)c(=O)[nH]c1=O
17: CC(=NCC1CCCO1)c1c(O)n(C2CCCCC2)c(=O)[nH]c1=O (stereo unspecified)
18: CCN(CC)c1ccc(N=Cc2c(O)n(-c3ccccc3)c(=O)[nH]c2=O)cc1
19: C=CCN=C(SCC(=O)c1ccc(Cl)cc1)c1c(O)n(C)c(=O)n(C)c1=O
20: O=C1CCCN1CC#CCN1CCCC1
Compound	11	12	13	14	15	16	17	18	19	20
ROMK primary	-1.2	-0.17	-14*	0.73	0.29	-0.27	1.2	-0.28	-0.43	-0.27
bIAP inhibitor	x	x	x	x	x	x	x	x	x	x
bIAP activator	x	x	x	x	x	x	x	x	x	x
TNAP act hi DEA	x	x	x	x	x	x	x	x	x	x

21: Cc1c(CCN)ccc2c1[nH]c1ccccc12
22: CCOc1ccc(N=Cc2c(O)n(-c3ccc(C)c(C)c3)c(=O)[nH]c2=O)cc1
23: O=c1[nH]c(O)c(Cc2ccc3c(c2)OCO3)c(=O)[nH]1
24: Cc1ccccc1NC(=O)NCCN1CC1
25: CCOc1ccc(-n2c(O)c(C=Nc3ccc(NC(C)=O)cc3)c(=O)[nH]c2=O)cc1
26: C=CCn1c(O)c(C(C)=NCCc2c[nH]c3ccccc23)c(=O)[nH]c1=O
27: CCOc1ccc(N=Cc2c(O)n(CCc3ccc(OC)c(OC)c3)c(=O)[nH]c2=O)cc1
28: C=CCn1c(O)c(/C=N/NC(=O)c2ccncc2)c(=O)[nH]c1=O
29: CN(C)c1ccc(C(=O)N/N=C/C23CC[C@@H](O)CC2(O)CC[C@@H]2[C@@H]3CCC3(C)C(C4=CC(=O)OC4)CCC23O)cc1 (stereo partly specified)
30: O=c1[nH]c(=O)n(C2CCCCCC2)c(O)c1C=NCc1cccnc1
Compound	21	22	23	24	25	26	27	28	29	30
ROMK primary	-3.2*	-1	0.93	-1.4	0.23	0.26	0.07	-0.27	-0.65	-0.073
bIAP inhibitor	x	x	x	x	x	x	x	x	x	x
bIAP activator	x	x	x	x	x	x	x	x	x	x
TNAP act hi DEA	x	x	x	x	x	x	x	x	x	x

31: CCCCC(=O)N/N=C/c1c(O)n(CCc2ccccc2)c(=O)[nH]c1=O
32: Cc1cccc(OP(N)(=O)Oc2cccc(C)c2)c1
33: COc1ccc(N=Cc2c(O)n(Cc3ccccc3)c(=S)[nH]c2=O)c(OC)c1
34: O=C(CCl)Nc1nccs1
35: CC(=O)Nc1nnc(CCN(CCc2nnc(NC(C)=O)s2)[N+](=O)[O-])s1
36: Cc1ccc(OCCn2cccc2/C=C2/C(=O)NC(=O)N(Cc3ccco3)C2=O)cc1
37: Cn1c(O)c(C=NC2CCN(Cc3ccccc3)CC2)c(=O)n(C)c1=O
38: O=c1[nH]c(=S)n(C2CC2)c(O)c1C=Nc1ccc2c(c1)OCO2
39: O=C(Nc1nccs1)c1c(O)c2c(n(Cc3ccco3)c1=O)CCCC2
40: O=CC(Cl)P(=O)(N1CCOCC1)N1CCOCC1 (stereo unspecified)
Compound	31	32	33	34	35	36	37	38	39	40
ROMK primary	0.29	-0.044	0.49	-0.0017	0.52	-0.67	-0.24	0.22	-0.14	-0.11
bIAP inhibitor	x	x	x	x	x	x	x	x	x	x
bIAP activator	x	x	x	x	x	x	x	x	x	x
TNAP act hi DEA	x	x	x	x	x	x	x	x	x	x

# A second format for part of the listing above.
# Value order – ROMK primary | bIAP inhibitor | bIAP activator | TNAP act hi DEA
(26) C=CCn1c(O)c(C(C)=NCCc2c[nH]c3ccccc23)c(=O)[nH]c1=O
  0.26 | x | x | x
(27) CCOc1ccc(N=Cc2c(O)n(CCc3ccc(OC)c(OC)c3)c(=O)[nH]c2=O)cc1
  0.07 | x | x | x
(28) C=CCn1c(O)c(/C=N/NC(=O)c2ccncc2)c(=O)[nH]c1=O
  -0.27 | x | x | x
(29) CN(C)c1ccc(C(=O)N/N=C/C23CC[C@@H](O)CC2(O)CC[C@@H]2[C@@H]3CCC3(C)C(C4=CC(=O)OC4)CCC23O)cc1 (stereo partly specified)
  -0.65 | x | x | x
(30) O=c1[nH]c(=O)n(C2CCCCCC2)c(O)c1C=NCc1cccnc1
  -0.073 | x | x | x
(31) CCCCC(=O)N/N=C/c1c(O)n(CCc2ccccc2)c(=O)[nH]c1=O
  0.29 | x | x | x
(32) Cc1cccc(OP(N)(=O)Oc2cccc(C)c2)c1
  -0.044 | x | x | x
(33) COc1ccc(N=Cc2c(O)n(Cc3ccccc3)c(=S)[nH]c2=O)c(OC)c1
  0.49 | x | x | x
(34) O=C(CCl)Nc1nccs1
  -0.0017 | x | x | x
(35) CC(=O)Nc1nnc(CCN(CCc2nnc(NC(C)=O)s2)[N+](=O)[O-])s1
  0.52 | x | x | x
(36) Cc1ccc(OCCn2cccc2/C=C2/C(=O)NC(=O)N(Cc3ccco3)C2=O)cc1
  -0.67 | x | x | x
(37) Cn1c(O)c(C=NC2CCN(Cc3ccccc3)CC2)c(=O)n(C)c1=O
  -0.24 | x | x | x
(38) O=c1[nH]c(=S)n(C2CC2)c(O)c1C=Nc1ccc2c(c1)OCO2
  0.22 | x | x | x
(39) O=C(Nc1nccs1)c1c(O)c2c(n(Cc3ccco3)c1=O)CCCC2
  -0.14 | x | x | x
(40) O=CC(Cl)P(=O)(N1CCOCC1)N1CCOCC1 (stereo unspecified)
  -0.11 | x | x | x

# Next records follow.
41: O=c1c2ccccc2[nH]c(=S)n1-c1ccc2c(c1)OCCO2
42: CC(C)c1ccc(-n2c(O)c(/C=N/N3CCOCC3)c(=O)[nH]c2=S)cc1
43: O=C1OCc2cc(N=Nc3c(O)[nH]c(=O)[nH]c3=O)ccc21
44: CCOC(=O)C1=C(N)OC2=C(C(=O)CCC2)C12C(=O)N(C)c1ccccc12 (stereo unspecified)
45: CCc1ccc(NC(=O)CN2CC(c3ccccc3)CC2=O)cc1 (stereo unspecified)
46: CC(C)(C)N1C(=O)NC(=O)/C(=C\c2ccc3c(c2)CCN3CCCCl)C1=O
47: Cc1ccccc1-n1c(O)c(C(c2ccncc2)c2c(O)n(-c3ccccc3C)c(=O)[nH]c2=O)c(=O)[nH]c1=O
48: CCC(=NCc1cccnc1)c1c(O)n(-c2ccccc2)c(=O)[nH]c1=O
49: CC/C(=N\NC(N)=O)c1c(O)[nH]c(=O)[nH]c1=O
50: CCn1nc(-c2cccs2)nc2c(=O)n(C)c(=O)nc1-2
51: O=C(Nc1cccc(Cl)c1)c1c(O)c2c(n(Cc3ccco3)c1=O)CCCC2
52: COCCOC(=O)C1=C(N)Oc2c(c(=O)oc3ccccc23)[C@@]12C(=O)Nc1ccccc12
Compound	41	42	43	44	45	46	47	48	49	50	51	52
ROMK primary	0.044	0.91	-0.072	0.022	0.0091	0.27	0.61&-0.0045	-0.34	0.096	x	x	0.29
bIAP inhibitor	x	x	x	x	x	x	x	x	x	28	2	7
bIAP activator	x	x	x	x	x	x	x	x	x	0.7	1	0.9
TNAP act hi DEA	x	x	x	x	x	x	x	x	x	1	1.1	1

# An excerpt, so the mix of outcomes need not match the whole.
